USP2a block: USP2a (human) protease inhibition. Potency, µM (series often up to 38.3 µM), without a hit: at the highest dose activity change, negative = inhibition, hits mostly inhibitors. 330,000 compounds, 0.01% hits. O75604. USP2 core, Ub-CHOP2 coupled fluorogenic reporter, 485/531;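 also: potency is read from the fitted curve at half-maximal effect; plate controls were DMSO wells for no effect and full inhibition by NEM control for full effect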
Target sequence (O75604 whole entry, looked up): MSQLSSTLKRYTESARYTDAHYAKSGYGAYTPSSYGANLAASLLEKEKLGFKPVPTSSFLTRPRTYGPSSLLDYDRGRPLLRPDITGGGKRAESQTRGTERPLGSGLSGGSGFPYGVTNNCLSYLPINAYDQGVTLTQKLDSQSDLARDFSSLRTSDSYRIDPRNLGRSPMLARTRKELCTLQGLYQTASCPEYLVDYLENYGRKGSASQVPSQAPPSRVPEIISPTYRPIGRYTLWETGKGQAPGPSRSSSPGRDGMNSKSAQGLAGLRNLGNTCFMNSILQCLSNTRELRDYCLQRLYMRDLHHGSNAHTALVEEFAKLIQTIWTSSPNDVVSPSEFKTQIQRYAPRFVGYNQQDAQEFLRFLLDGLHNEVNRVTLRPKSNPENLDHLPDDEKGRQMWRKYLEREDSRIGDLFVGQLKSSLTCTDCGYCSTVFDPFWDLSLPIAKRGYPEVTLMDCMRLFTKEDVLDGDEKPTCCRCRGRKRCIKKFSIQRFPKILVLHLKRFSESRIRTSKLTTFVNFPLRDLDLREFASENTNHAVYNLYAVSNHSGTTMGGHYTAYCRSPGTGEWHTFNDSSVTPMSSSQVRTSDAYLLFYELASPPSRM
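Cell-free coupled assay: 10nM USP2 core preincubated 30min RT with compound in Tris-HCl pH 8.0/CaCl2/CHAPS buffer, then 25nM Ub-CHOP2 and 25nM reporter substrate; fluorescence (Ex 485/Em 531) read after 60min RT, normalized to NEM inhibition, concentration-response curves fitted.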
Menin-MLL TR inh: displaces Texas Red mutant MLL peptide from human menin; 270,000 compounds, 0.23% hits; O00255; Menin + Texas Red MLL mutant peptide, fluorescence polarization; Potency, µM (doses to about 61.6 µM), without a hit: at the highest dose FP activity change, negative = inhibition, usual class: inhibitors; AID 1768; active = well fitted inhibition curve with a large enough effect in the polarisation, with a control signal flat, not every such curve was filed as active; inconclusive = small, poorly fitted or top-dose-only effect, or effect the other way, or a change in a side signal; inactive = no such curve, though single readings can be large or run the other way; the % refers to the polarisation; also: potency is read from the fitted curve at half-maximal effect; % of control where 0% means no effect; many of its hits are not listed in these tables
KCNH2 WT inh: KCNH2 (human, wildtype) channel inhibition | activity change, % at 1.84 µM | AID 720551 | 340,000 compounds, 0.37% hits | Q12809 | U2OS, BacMam KCNH2, thallium flux FluxOr; active compounds read low;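 active = maximum activity change below -70%; inconclusive = maximum activity change between -70% and -50%; inactive = maximum activity change above -50%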; also: % is scaled to controls: 0 for no effect and ±100 for the full control effect
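U2OS cells transduced with wild-type KCNH2 virus are loaded with FluxOr dye for 45 min, and thallium flux is measured in kinetic reads before and after stimulation buffer. Rate constants are normalized to DMSO controls.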
ASM inhibitor: inhibitors of human secretory acid sphingomyelinase | placental ASM, HMU-PC fluorogenic substrate, 60 min | Potency, µM (titrated, usually from 57.5 µM), without a hit: top-dose activity change, negative = inhibition, most hits filed as inhibitors | 340,000 compounds, 0.006% hits; also: potency is read from the fitted curve at half-maximal effect
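Fluorescence read-out (Ex 386 nm, Em 447 nm) after stopping the reaction at pH 10. Enzyme: ASM from human placenta; substrate HMU-PC0, 9 uM final; 60 min, 37 °C. Compound preincubation 10 min, ambient temperature.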
GALK inh: blocks human galactokinase activity; Potency, µM (top dose mostly 57.5 µM), for the others: at the highest dose activity change, negative = inhibition, most hits filed as inhibitors; 270,000 compounds, 0.007% hits; P51570; AID 1868; Purified GALK, Kinase-Glo residual ATP luminescence; also: potency is read from the fitted curve at half-maximal effect; % is scaled to controls: 0 for no effect and ±100 for the full control effect
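ATP-depletion format; final 35 uM ATP, 100 uM D-galactose, 5 nM enzyme; pH 8.0 HEPES/Mg2+ buffer; 60 min RT; luminescence read 10 min after detection reagent.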
MBNL1-CUG inh: MBNL1-poly(CUG) RNA binding inhibition | TR-FRET MBNL1-His/biotin-(CUG)12 binding, 665/545 ratio | Potency, µM (doses to about 57.5 µM), inactives show at the highest dose activity change, negative = inhibition, usual class: inhibitors | 280,000 compounds, 0.036% hits | AID 2675; active = well fitted inhibition curve with a large enough effect in the signal ratio, with a control signal flat, not every such curve was filed as active; inconclusive = small, poorly fitted or top-dose-only effect, or effect the other way, or a change in a side signal; inactive = no such curve, though single readings can be large or run the other way; the % refers to the signal ratio; also: potency is read from the fitted curve at half-maximal effect; % is scaled to controls: 0 for no effect and ±100 for the full control effect
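Compound titration spanned 92 nM–58 uM against the MBNL1-His/biotin-(CUG)12 complex. After 60 min at room temperature with 5 nM streptavidin-XL665 and 0.055 ng/ul terbium anti-His, ratiometric 665/545 nm emission (Ex 340 nm) normalized to controls.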
Chronic BCR inh: blocks chronic active B-cell receptor signaling. ABC-DLBCL IkBa-CBG/CBR reporter, luminescence ratio, 4 h. 340,000 compounds, 0.05% hits. Potency, µM (top dose mostly 46.1 µM), without a hit: at the highest dose ratio change, negative = lower green/red ratio, hits mostly inhibitors; active = well fitted inhibition curve with a large enough effect in the signal ratio, with a control signal flat, not every such curve was filed as active; inconclusive = small, poorly fitted or top-dose-only effect, or effect the other way, or a change in a side signal; the % refers to the signal ratio;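 also: potency is read from the fitted curve at half-maximal effect; plate controls were basal doxycycline-induced cells for no effect and cells given 10 µM MG132 for full effect; MG132 reads +100%, hits lower the ratio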
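Doxycycline induced both beetle luciferases in TMD8 lymphoma cells; IKK-driven degradation limits the IkappaBalpha-fused green signal, while red luminescence normalises for cell number and nonspecific effects. Compounds tested up to 46 uM, 4 hrs.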
TSHR antag: human thyrotropin receptor antagonism | activity change, negative = inhibition, % at 11.5 µM | 330,000 compounds, 0.2% hits | TSHR-expressing cells, TSH-stimulated cAMP HTRF, 2 h; active compounds read low | P16473 | AID 504810;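 active = activity change below a set negative limit, meaning inhibition stronger than a set level, cut at about -70% in these data; inconclusive = activity change between two set negative limits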; also: % is scaled to controls: 0 for no effect and ±100 for the full control effect
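Freshly harvested TSHR cells receive pin-tooled compound, then EC80 TSH at 4nM final. After 2 hours at 37 deg C, antibody in lysis buffer and cAMP-d2 are added; 30 minutes at ambient temperature precede the HTRF read.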
Eya2 inh: blocks the phosphatase activity of human Eya2 | Potency, µM (top dose mostly 76.9 µM), inactives show at the top dose activity, negative = inhibition, actives largely listed as inhibitors | recombinant Eya2, OMFP fluorescence dephosphorylation (OMFP is methylfluorescein phosphate) | 330,000 compounds, 0.006% hits; also: potency is read from the fitted curve at half-maximal effect; % is scaled to controls: 0 for no effect and ±100 for the full control effect
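Eya2 (0.2 uM) preincubated 10 min at ambient with compound, then OMFP substrate added at 50 uM; 10 min reaction in 50 mM HEPES pH 7.5, 50 mM NaCl, 5 uM MgCl2, 0.05% BSA, 1 mM DTT. Fluorescence read at Ex 485/Em 525 nm.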
PKM2 act: increases activity of human pyruvate kinase M2. P14618. purified PKM2, Kinase-Glo ATP luminescence, activation; response scale: 0% is enzyme alone, no compound. Potency, µM (titrated, usually from 57.5 µM), for inactives: top-dose activation, usual class: activators. 260,000 compounds, 0.34% hits. AID 1631; also: potency is read from the fitted curve at half-maximal effect; % is scaled to controls: 0 for no effect and ±100 for the full control effect; nearly all actives have a fitted effect of over 55% in size
Target sequence (P14618 whole entry, looked up): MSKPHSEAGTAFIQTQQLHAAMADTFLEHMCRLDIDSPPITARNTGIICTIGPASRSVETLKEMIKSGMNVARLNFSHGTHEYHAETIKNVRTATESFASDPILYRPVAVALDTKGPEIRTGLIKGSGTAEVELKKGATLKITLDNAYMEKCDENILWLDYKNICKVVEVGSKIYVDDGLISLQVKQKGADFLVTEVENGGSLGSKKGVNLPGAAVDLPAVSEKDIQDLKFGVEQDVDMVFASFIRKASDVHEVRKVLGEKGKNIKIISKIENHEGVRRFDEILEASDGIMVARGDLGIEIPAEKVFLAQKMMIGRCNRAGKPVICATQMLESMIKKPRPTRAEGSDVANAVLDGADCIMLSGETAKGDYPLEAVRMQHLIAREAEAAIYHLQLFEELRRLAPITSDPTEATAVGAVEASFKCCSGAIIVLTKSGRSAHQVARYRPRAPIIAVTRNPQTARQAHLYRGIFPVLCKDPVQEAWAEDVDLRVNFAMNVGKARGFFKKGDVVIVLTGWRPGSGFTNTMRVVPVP
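hPK-M2, >95% pure; 0.1 mM ADP / 0.5 mM PEP final; imidazole pH7.2 buffer w/ 7 mM MgCl2, 50 mM KCl; 1 h RT; Kinase-Glo lum. Intermediate enzyme activity for dual inhibitor/activator qHTS.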
Mito fusion yeast: blocks mitochondrial division or promotes mitochondrial fusion; S. cerevisiae fusion-defective mutant growth rescue, CellTiterGlo 48 h; Potency, µM (highest dose often 46.1 µM), for inactives: at the top dose growth rescue (activation), usual class: activators; 320,000 compounds, 0.23% hits;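 also: potency is read from the fitted curve at half-maximal effect; % of control where 0% means no effect; nearly all actives have a fitted effect of over 45% in size; temperature-sensitive fusion mutants such as fzo1-1 at 37 °C on non-fermentable ethanol glycerol medium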
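Read-out: ATP-based luminescence (CellTiterGlo, 10 min ambient) reporting growth of fusion-defective ts yeast after 48 hours at 37C on glycerol/ethanol YPEG medium in the presence of compound.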
Active calls of the source: *; i = inactive; ? = inconclusive; . = not tested or not shown; [ ] = remark or other dose. Unless noted, calls follow the shape of the dose curve; as a rule, active = well fitted curve in the direction sought with a large enough effect; inconclusive = small, poorly fitted or top-dose-only effect, or another doubt; inactive = no such curve, though single readings can be large; an effect the other way counts as inactive or inconclusive.

Results follow in this order: USP2a block	Menin-MLL TR inh	KCNH2 WT inh	ASM inhibitor	GALK inh	MBNL1-CUG inh	Chronic BCR inh	TSHR antag	Eya2 inh	PKM2 act	Mito fusion yeast
Cc1[nH]c2ccccc2c1C(=O)C(=O)Nc1ccc2c(c1)OCCO2
    1%	.	-14	-5%	-10%	0%	0%	16	-2%	-3%	-1%
CSc1cccc(NC(=O)C2CCN(S(=O)(=O)c3cnc[nH]3)CC2)c1
    0%	.	0	22%	4%	2%	-3%	27	10%	.	-1%
CC(C)CCN1CCN(Cc2cccn2-c2ccc(Cl)cn2)CC1CCO (configuration not stated)
    0%	-11%	21	4%	0%	?	-4%	-3	10%	1%	0%
Cc1cccc(NC(=O)CSc2nnc(CNC(=O)c3ccco3)n2C)c1
    -2%	-12%	-13	7%	1%	-1%	?	-6	12%	.	-4%
COC(=O)/C=C(\Oc1ccccc1)C1(O)CCCCC1
    1%	.	-6	-1%	2%	-6%	?	6	0%	-1%	-1%
C/C(CC(=O)Nc1ccc(N(C)C)cc1)=N\NC(=O)c1ccc(Cl)cc1Cl
    0%	-8%	-7	1%	1%	6%	?	-14	1%	0%	-7%
CCOc1ccc(NC(=O)CSc2nnc(C3CC3)n2C)cc1S(=O)(=O)N1CCCCC1
    -7%	.	3	1%	.	.	0%	8	10%	.	-2%
S=C1NC2(CCCCC2)Cc2ccccc21
    2%	-1%	0	-4%	.	0%	-4%	-2	-3%	2%	-5%
Cc1cc(C)n(CCN(C)C(=O)C2CCC(=O)N(CCc3cccc(F)c3)C2)n1 (configuration not stated)
    0%	.	7	4%	8%	-2%	-11%	-3	-3%	.	-1%
CC(C)CC1=NN(C(=O)c2ccncc2)C(O)(C(F)(F)F)C1 (configuration not stated)
    3%	-2%	2	2%	.	?	3%	3	7%	0%	7%
CC(C)N1CCN(Cc2ccc(-c3ccccc3)cc2)CC1CCO (configuration not stated)
    -3%	4%	22	0%	-4%	3%	1%	-1	7%	-1%[11.5 µM]	-3%
COc1ccc(C2=NOC(C(=O)Nc3ccc4c(c3)OCO4)C2)cc1 (configuration not stated)
    2%	-8%	-5	-1%	.	5%	1%	3	-29%	.	-19%
O=C(O)C1=C[C@H](c2ccc(C(F)(F)F)cc2)C[C@H](OCc2ccc(CO)cc2)O1
    2%	20%	-4	4%	-1%	-4%	15%	-14	-24%	0%	0%
CN(CC(=O)NC1CCCCCCC1)S(=O)(=O)c1cccc2cccnc12
    -1%	-6%[11.7 µM]	-11	-4%	2%	8%	?	-6	-16%	0%	4%
CC(Sc1nnc(Cn2c(=O)sc3ccccc32)n1C)c1ccccc1 (configuration not stated)
    1%	?	8	5%	-1%	-2%	-1%	-9	-19%	5%	1%

Later entries
Results follow in this order: USP2a block	Menin-MLL TR inh	KCNH2 WT inh	ASM inhibitor	GALK inh	MBNL1-CUG inh	Chronic BCR inh	TSHR antag	Eya2 inh	PKM2 act	Mito fusion yeast
CC(=O)N1CC(C)Sc2ccc(S(=O)(=O)N3CCCCC3)cc21 (configuration not stated)
    -4%	6%	3	-1%	-1%	0%	-2%	-4	-2%	4%[0.46 µM]	7%
O=C(Nc1ccccc1C(=O)NCc1ccccc1)c1ccccc1Br
    1%	15%	6	-1%	-2%	-8%	5%	-2	0%	-3%	?
CC(=O)c1ccccc1OCCOc1ccccc1C(C)=O
    0%	14%	4	0%	-1%	38%[activator]	0%	-3	-19%	0%[11.5 µM]	-2%
COc1ccc(F)c(CN2CCCC(CNS(=O)(=O)c3cccc4cccnc34)C2)c1 (configuration not stated)
    2%	.	0	-4%	7%	-6%	6%	5	-3%	.	-1%
O=C(c1nc2ccccn2c1CNCC1OCCc2ccccc21)N1CCOCC1 (configuration not stated)
    2%	16%	1	5%	-2%	1%	?	12	1%	1%	0%
C=CCC(NC(C)c1ccccc1)c1ccco1 (configuration not stated)
    0%	-4%	5	-1%	0%	4%	?	21	-2%	-12%	1%
COc1cc(/C=N/Nc2nncn2/N=C/c2ccc(O)c(OC)c2)ccc1O
    -1%	11%	-19	3%	4%	?	?	19	-14%	-45%	-3%
COc1ccccc1CN1CC(C(=O)N2CCC(C(=O)c3ccccc3)CC2)CCC1=O (configuration not stated)
    2%	.	3	-2%	-5%	1%	8%	10	1%	.	4%
CCc1ccc(S(=O)(=O)N2CCN(C(=O)c3cccnc3)CC2)cc1
    0%	4%	1	-1%	0%	2%	2%	-4	9%	1%	6%
COc1cccc(CNCc2ccccc2Br)c1OC
    0%	?	-10	-2%	-3%	-1%	-1%	-7	-7%	0%	-4%
CC1=C(C)CC(C(=O)NCCc2ccccc2)C(C(=O)O)C1 (configuration not stated)
    1%	-4%	2	0%	0%	10%	17%	-3	20%	10%	-1%
O=C(Nc1ccccc1N1CCCC1)c1cc(=O)[nH]c2ccccc12
    -1%	.	8	-2%	.	.	9%	-14	0%	.	5%
CCCN(CC(=O)Nc1ccc(NC(C)=O)cc1)CC(=O)Nc1ccc(F)c(F)c1F
    2%	8%	-8	-2%	0%	-1%	14%	25	-3%	-1%	0%
CCOc1ccc(N2C(=O)CC(n3nc(C)cc3C)C2=O)cc1 (configuration not stated)
    1%	0%	-7	3%	-2%	?	3%	-11	14%	-21%	0%
O=C(CN1C(=O)c2cccc3cccc(c23)C1=O)N1CCN(Cc2ccc3c(c2)OCO3)CC1
    -1%	-20%	-2	0%	2%	?	1%	-3	3%	6%	0%

(list continues)
Results follow in this order: USP2a block	Menin-MLL TR inh	KCNH2 WT inh	ASM inhibitor	GALK inh	MBNL1-CUG inh	Chronic BCR inh	TSHR antag	Eya2 inh	PKM2 act	Mito fusion yeast
CCN(C(=O)CCS(=O)(=O)c1ccc(Br)cc1)c1ccc2c(c1)OCO2
    0%	?	-1	1%	0%	-4%	6%	-1	5%	-2%	2%
COc1ccc(-n2c(SCCC(=O)O)nnc2-c2ccncc2)cc1
    0%	-15%	-5	4%	-1%	-3%	?	-1	-23%	3%	4%
CCNC(=O)COc1cccc(C(=O)NCc2ccccc2)c1
    0%	2%	12	6%	-3%	.	10%	-10	-1%	-2%	-4%
CC(C)(C)c1ccc(-c2nc(O)c(CC(=O)O)s2)cc1
    4%	.	.	.	-2%	-8%	2%	-3	0%	7%	0%
Cc1ccc(C(C(=O)NC2CCCC2)N(C(=O)Cc2cccs2)c2ccc3c(c2)OCCO3)cc1 (configuration not stated)
    1%	-22%	-23	2%	1%	-7%	7%	13	24%	-12%	-6%
CC1CCN(Cc2nc(-c3ccccc3)no2)CC1
    0%	-12%	-7	2%	3%	-7%	?	-1	0%	0%	-1%
CSc1ccc(S(=O)(=O)NCc2ccccc2C)cc1
    1%	-28%	1	-4%	0%	-5%	9%	6	-7%	2%	10%
COc1cc(/C=C/c2cc(C(=O)O)c3ccccc3n2)cc(OC)c1O
    -1%	?	i	-6%	-1%	?	?	-11	-16%	-4%	0%
CCOC(=O)c1ccccc1NC(=O)Cn1cnc2c(cnn2C(C)(C)C)c1=O
    -1%	-18%	-7	2%	0%	-4%	-3%	3	13%	-7%	0%
CC(Oc1ccccc1)C(=O)Nc1cccc(NC(=O)c2ccco2)c1 (configuration not stated)
    2%	.	4	1%	-3%	-7%	?	10	-2%	0%	3%
O=S(=O)(NCC1CC1)c1cccc(S(=O)(=O)N2CCCC2)c1
    -1%	3%	10	3%	-3%	-11%	-20%	-5	?	1%	0%
COc1ccc(NC2CCCN(C(=O)C3=NN(C)C(=O)CC3)C2)cc1OC (configuration not stated)
    0%	16%	-10	-2%	-3%	8%	0%	0	-4%	.	-9%
CCc1nc2nc(C)c(NS(=O)(=O)c3ccc(F)cc3)c(=O)n2[nH]1
    -2%	-24%	0	-1%	-1%	1%	7%	35	11%	-2%	23%

Assay outcomes (PubChem BioAssay)

Only part of the results is shown; rates above refer to the full screens.
